Compound activity: PubChem, The Scripps Research Institute Molecular Screening Center
GPR151 activ: activates the human receptor GPR151. AID 1508602. PathHunter beta-arrestin GPR151 cells, luminescence. 650,000 tested, 1% active. Q8TDV0. activation, % at 11.2 µM; in the data active = activation above about 4.9%;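 also: 0% = median of compound wells and 100% = cells with positive control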
Target sequence (Q8TDV0 whole entry, looked up): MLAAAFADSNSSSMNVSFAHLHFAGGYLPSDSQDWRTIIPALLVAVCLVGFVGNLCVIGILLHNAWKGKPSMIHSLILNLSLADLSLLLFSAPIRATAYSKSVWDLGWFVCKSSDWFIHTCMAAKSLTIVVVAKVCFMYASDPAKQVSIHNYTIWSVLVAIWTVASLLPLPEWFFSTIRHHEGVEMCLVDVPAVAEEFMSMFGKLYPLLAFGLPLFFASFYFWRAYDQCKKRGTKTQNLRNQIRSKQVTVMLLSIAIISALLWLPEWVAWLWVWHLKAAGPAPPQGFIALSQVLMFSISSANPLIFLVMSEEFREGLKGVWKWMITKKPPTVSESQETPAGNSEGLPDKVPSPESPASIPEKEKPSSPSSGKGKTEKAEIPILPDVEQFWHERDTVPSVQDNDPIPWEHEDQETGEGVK
TEAD-YAP inh: TEAD-YAP interaction inhibition | AID 1259422 | HEK-TIYL cells, TEAD-Gal4/YAP UAS-luciferase luminescence | inhibition, % at 9.12 µM | 640,000 tested, 1.4% active; in the data active = inhibition above about 32%;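 also: 0% = median of test compound wells and 100% = reference inhibitor wells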
MITF primary: inhibitors of human MITF. AlphaScreen MITF homodimerization, bead proximity signal. inhibition, % at 2.6 µM. O75030. 650,000 tested, 0.91% active; in the data active = inhibition above about 50%;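 also: 0% = vehicle wells with protein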
Target sequence (O75030 whole entry, looked up): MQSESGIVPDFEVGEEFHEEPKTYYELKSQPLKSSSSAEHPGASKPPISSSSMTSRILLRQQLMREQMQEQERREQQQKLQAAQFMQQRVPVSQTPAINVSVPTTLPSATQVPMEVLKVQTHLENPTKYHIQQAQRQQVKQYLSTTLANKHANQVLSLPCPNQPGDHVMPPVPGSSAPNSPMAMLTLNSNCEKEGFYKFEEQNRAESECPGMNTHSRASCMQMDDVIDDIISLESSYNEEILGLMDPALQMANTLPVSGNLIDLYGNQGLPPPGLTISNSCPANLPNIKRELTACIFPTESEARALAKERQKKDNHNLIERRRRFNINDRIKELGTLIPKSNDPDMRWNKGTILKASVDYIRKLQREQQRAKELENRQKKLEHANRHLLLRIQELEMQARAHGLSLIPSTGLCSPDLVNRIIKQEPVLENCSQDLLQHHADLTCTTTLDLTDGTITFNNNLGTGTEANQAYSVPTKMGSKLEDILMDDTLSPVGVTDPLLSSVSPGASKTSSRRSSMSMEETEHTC
FBW7 activator: human FBW7 E3 ligase activation, primary screen; Q969H0; AlphaScreen FBW7–phospho-cyclin E peptide binding, activator screen; normalized activity (activation), % at 26.1 µM; 650,000 tested, 0.13% active; AID 1259310; in the data active = normalized activity above about 1.9%;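 also: purified mutant Fbw7 with reduced substrate affinity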
Active calls of the source: *.

Structure	FBW7 activator	GPR151 activ	TEAD-YAP inh	MITF primary
C=CCN1C(=O)c2ccccc2C1(O)c1ccc(C)cc1 (stereo unspecified)	0.6	-0.9	14	16
CCSc1nnc(NC(=O)C(C)C)s1	0.6	-1.7	-18	4
CCOc1ccc(C(=O)CN2CCN(S(=O)(=O)c3ccc(C(C)C)cc3)CC2)cc1	0.0	-1.6	5	-1
O=C1NC(c2cccc([N+](=O)[O-])c2)Oc2ccccc21 (stereo unspecified)	0.3	-0.7	5	1
O=C(Cc1noc2ccccc12)N1CCN(c2ccccc2)CC1	0.0	-1.0	-2	9
O=C(Nc1ccccc1)c1cccc(Nc2ccc3ncccc3c2)c1	-0.2	4.0	-24	4
COc1ccnc(Cn2nc3n(C)c4ccccc4n3c2=O)c1OC	0.0	-1.9	-2	12
O=C(/C=C/NNC(=O)c1cccnc1)c1ccc(Cl)cc1	0.1	0.4	1	1
O=C(NCc1ccccc1)c1ccc(NC(=O)C2CCCCC2C(=O)O)cc1 (stereo unspecified)	0.1	-0.5	-3	-11
COc1ccc(Cn2c(=O)c3cccnc3n(CC#N)c2=O)cc1	0.1	-0.7	-12	-3
Cc1cc(OCC(=O)N(C)c2ccccc2)ccc1Cl	0.2	-0.1	-52	-5
N#C/C(=C/c1ccc(Br)o1)C(N)=S	0.2	0.5	16	27
CCOC(=O)CN1C(=O)CC(c2ccc(OC(C)C)cc2)C1=O (stereo unspecified)	0.0	1.3	5	10
Nc1c(Cl)cc(N2C(=O)c3ccc(Oc4ccc5c(c4)C(=O)N(c4cc(Cl)c(N)c(Cl)c4)C5=O)cc3C2=O)cc1Cl	-0.1	-0.4	-3	-3
Cc1ccc(-n2ncc3c(N4CCN(c5ccccc5F)CC4)ncnc32)c(C)c1	-0.1	3.7	20	-9
O=C(N/N=C/c1ccc(O)cc1)c1cc(-c2cccc([N+](=O)[O-])c2)n[nH]1	-0.1	0.0	4	10
CC1=CC(C)(C)N2C(=O)/C(=C3\SC(=O)NC3=O)c3cc(C)cc1c32	0.0	-0.9	1	-10
Cc1cccc(CCNC(=O)NCc2noc3ccccc23)c1	0.0	14*	-14	-5
CCCCOC(=O)c1ccc(N/C=C(/C#N)C(=O)OCC)cc1	1.5	-0.8	4	7
Cc1cccc(N2CCN(C(=O)c3ccc(N4CC5CC(C4)c4cccc(=O)n4C5)c(NC(=O)c4ccc(Br)o4)c3)CC2C)c1 (stereo unspecified)	0.1	-0.9	13	2
CC(=O)Nc1cccc(NC(=O)C(C)Oc2ccccc2)c1 (stereo unspecified)	0.0	0.0	-13	-10
CCCCN(C)CCCN(Cc1cccs1)C(=S)Nc1ccccc1Cl	0.5	-0.9	-2	-5
Cc1ccc(CNC(=O)CCSCc2cccc(F)c2)cc1	0.0	0.8	-6	-2
O=C(Nc1cccc([N+](=O)[O-])c1)C1CC12CCC2 (stereo unspecified)	0.1	2.1	4	10
COc1ccc(C(=O)NC2CC2)cc1OC1CCN(C(C)CC(C)(C)O)CC1 (stereo unspecified)	0.4	0.0	3	-3

Gathered by group: the compounds so far containing a nitro group on carbon
Structure	FBW7 activator	GPR151 activ	TEAD-YAP inh	MITF primary
O=C1NC(c2cccc([N+](=O)[O-])c2)Oc2ccccc21 (stereo unspecified)	0.3	-0.7	5	1
O=C(N/N=C/c1ccc(O)cc1)c1cc(-c2cccc([N+](=O)[O-])c2)n[nH]1	-0.1	0.0	4	10
O=C(Nc1cccc([N+](=O)[O-])c1)C1CC12CCC2 (stereo unspecified)	0.1	2.1	4	10

Other entries follow:
Structure	FBW7 activator	GPR151 activ	TEAD-YAP inh	MITF primary
COc1ccccc1C(=O)COC(=O)COc1ccc2c3c(c(=O)oc2c1)CCC3	-0.3	1.0	-4	-2
Cc1nc2c(c(=O)[nH]1)CCN(C(=O)c1cc3n(n1)C(C(F)(F)F)CC(C1(C)CC1)N3)C2 (stereo unspecified)	-0.1	0.1	8	13
O=C(COC(=O)c1cc(Cl)nc(Cl)c1)Nc1ccc(C(F)(F)F)cc1[N+](=O)[O-]	-0.1	-2.5	13	-17
O=C(Nc1ccccc1)N1CCN(C(=O)C2CCCO2)CC1 (stereo unspecified)	-0.1	-1.5	4	-3
Cc1cccc(NC(=O)c2c(NC(=O)c3cccs3)sc3c2CCCCC3)c1	-0.1	-0.8	-1	1
COc1ccc(Cn2nnc(C(=O)Nc3ccc(Br)cc3)c2N)cc1	-0.3	-0.5	1	-7
COc1cc(OC)c(C(=O)OCC(=O)N(C)C)cc1OC	0.6	-1.4	1	8
COc1cccc(C2SCC(=O)N2c2ccc(Cl)cc2)c1OC (stereo unspecified)	0.9	1.3	11	11
CCN(CC)C(=O)Cn1cc(C(=O)C(=O)Nc2ccc(C(C)=O)cc2)c2ccccc21	0.6	-0.9	1	4
CCOc1ccccc1NC(=O)c1cc(S(=O)(=O)NCc2ccccc2OC)ccc1F	0.0	-0.2	-4	11
CCOC(=O)C1CCCN(C(=O)Cn2cc(NC(=O)Cc3ccccc3OC)cn2)C1 (stereo unspecified)	0.0	0.4	8	11
CSc1nnc(C2CC(O)CN2)n1C (stereo unspecified)	0.0	-0.6	-13	-2
CCOC(=O)c1nnn(-c2nonc2N)c1CSc1cc(C(C)(C)C)c(O)c(C(C)(C)C)c1	0.1	1.6	16	13
O=C(NN1CCN(Cc2ccccc2)CC1)c1ccc(Cl)cc1Cl	0.0	0.7	3	3
CCC(C)NC(=O)C1CCCN(c2nc(-c3ccc(OC)cc3)no2)C1 (stereo unspecified)	0.1	2.9	1	6
COc1ccc(NC(=O)C(C)N2C(=O)c3ccccc3C2=O)cc1 (stereo unspecified)	0.2	1.0	2	-5
CC(=O)c1cccc(NC(=O)COc2c(C)cccc2C)c1	-0.3	5.2*	-7	-14
c1ccc(COc2ccc(C3Oc4ccccc4C4CC(c5ccccc5)=NN43)cc2)cc1 (stereo unspecified)	1.0	-4.9	-35	10
CC(=O)N1CCc2cc(Br)cc(S(=O)(=O)NCCCN3CCCC(C)C3)c21 (stereo unspecified)	-0.1	0.0	-10	2
c1ccc2sc(-n3cccc3)nc2c1	0.0	0.1	-17	-12
COc1ccc(-c2nnc(SCC(=O)N(C)C)n2C)cc1OC	0.1	-1.2	-1	22
COC(=O)CC[C@H]1CN(Cc2cc(F)ccc2F)CC[C@H]1N1CCCC1	-0.1	-0.4	1	-11
COc1ccc(C2=NS(=O)(=O)N(C)C(C(=O)N3CCC(C(N)=O)CC3)=C2)cc1OC	0.4	2.5	-2	11
CCn1c(SCC(=O)Nc2nc3ccccc3s2)nc2cccnc21	-0.1	-0.7	5	-6
c1ccc(Cc2nn3c(-c4ccncc4)nnc3s2)cc1	-0.3	-1.3	1	4

A portion from further up:
Structure	FBW7 activator	GPR151 activ	TEAD-YAP inh	MITF primary
CC(=O)N1CCc2cc(Br)cc(S(=O)(=O)NCCCN3CCCC(C)C3)c21 (stereo unspecified)	-0.1	0.0	-10	2
c1ccc2sc(-n3cccc3)nc2c1	0.0	0.1	-17	-12

In another format: 3 of the compounds above
Value order: FBW7 activator, GPR151 activ, TEAD-YAP inh, MITF primary
> Cc1ccc(CNC(=O)CCSCc2cccc(F)c2)cc1
  0.0, 0.8, -6, -2
> O=C(Nc1cccc([N+](=O)[O-])c1)C1CC12CCC2 (stereo unspecified)
  0.1, 2.1, 4, 10
> COc1ccc(C(=O)NC2CC2)cc1OC1CCN(C(C)CC(C)(C)O)CC1 (stereo unspecified)
  0.4, 0.0, 3, -3

Other compounds follow.
Structure	FBW7 activator	GPR151 activ	TEAD-YAP inh	MITF primary
COc1ccc(Cc2nc(-c3cccnc3)no2)cc1OC	0.0	-1.0	-5	-1
CCCS(=O)(=O)n1nc(-c2ccc(C)cc2)cc1N	-0.1	1.2	-21	-3
O=C(c1cccc(F)c1)N1CCN(c2ccc([N+](=O)[O-])c(N3CCOCC3)c2)CC1	0.1	-0.4	16	11
O=C(Cn1cnc([N+](=O)[O-])n1)Nc1ncc(Cl)cc1Cl	0.1	-1.5	21	7
CCOC(=O)C1=C(c2ccccc2)S/C(=C2/C(=S)C(C)(C)N(C(=O)c3cccc([N+](=O)[O-])c3)c3ccc(OCC)cc32)S1	-0.2	0.5	2	0
CN1CCN(C(=O)c2cccc(Nc3nc(-c4ccccc4)c4cc(Cl)ccc4n3)c2)CC1	-0.2	0.4	9	-1
Cc1ccc2c(c1)N(C(=O)N1CCC(C(=O)NCC3CCCO3)CC1)CC(C)O2 (stereo unspecified)	0.5	4.1	-1	14
CN1C(=O)C(=C/C=C/c2ccco2)C(=O)N(C)C1=S	-0.2	-1.0	2	77*
COc1ccc(CNc2nc(-c3cccnc3)nn2C(=O)COc2ccc(Cl)cc2)cc1	0.7	0.6	11	9
CC(C)Nc1nc(-c2ccccc2)nc(-n2ccnc2)n1	0.1	3.2	2	4
COc1ccc(CN2CCCC(C(=O)N3CCCC3)C2)c(OC)c1 (stereo unspecified)	-0.1	-0.9	8	54*
O=C(N/N=C/c1ccc(Cl)cc1Cl)C1CC(=O)N(c2ccc(F)cc2)C1 (stereo unspecified)	0.1	-1.0	2	-6
Cc1cc(C)n(-c2ccc([N+](=O)[O-])cc2-c2nn[nH]n2)n1	-0.1	0.7	-4	10
Cc1cccc2cc(C#N)c(NCC(C)N)nc12 (stereo unspecified)	-0.1	2.0	1	-4
O=C(NC1CCN(Cc2ccccc2)CC1)c1ccnc(Nc2ccc(-n3ccnc3)cc2)c1	-0.1	0.9	8	7
O=[N+]([O-])c1ccc(SCCc2ccccn2)c([N+](=O)[O-])c1	-0.1	-0.4	-16	15
NC(=O)c1ccn(-c2ccnc(Nc3ccc(N4CCOCC4)cc3)c2)c1	0.5	-0.2	16	15
COc1ccc(NC(=O)c2c(C)nc3ccccn23)c(OC)c1	0.0	-0.8	-17	5
O=C1CCCN1CCn1cnc2c(NCCO)nc(N3CCN(Cc4ccc5c(c4)OCO5)CC3)nc21	-0.1	1.6	0	20
COc1ccccc1CNC(=O)c1ccc(N2CC3CC(C2)c2cccc(=O)n2C3)c(NS(=O)(=O)c2ccc(Br)cc2)c1 (stereo unspecified)	-0.4	0.5	-2	-1
COc1ccc(C2(CC(=O)N(C)C3CCOCC3)CC(=O)N(C3CCCC3)C2=O)cc1 (stereo unspecified)	0.1	0.0	0	5
O=C(NC(=S)Nc1ccc(-c2nc3ncccc3o2)cc1)c1ccc(F)cc1	-0.2	-0.8	2	-4
O=C(COC(=O)C1CCN(S(=O)(=O)c2ccc(Cl)cc2)CC1)c1ccccc1	-0.1	-0.6	1	-1
CCCCOC(=O)N/N=C/C=C/c1ccccc1	0.0	1.3	-16	-7
CN1C(=O)C(C)(C)c2cc(S(=O)(=O)NCc3ccc(C(=O)N4CCCC4)cc3)ccc21	0.0	3.1	-7	7
CCc1ccc(CN2CCC3(CCC(CNC(=O)c4ccccc4)O3)CC2)cc1 (stereo unspecified)	0.0	2.1	-3	-14
CC(C)[C@H]1CN(Cc2ccccc2F)CCN1C(=O)c1ccco1	0.2	-0.3	7	-11
CCOc1ccc(C(=O)Nc2sc(C)c(CC)c2C(N)=O)cc1	0.4	-1.6	-11	-1
COCC(C)NS(=O)(=O)c1ccc(NCc2ccccc2)c([N+](=O)[O-])c1 (stereo unspecified)	-0.3	-0.1	-4	-7
COCCOC(=O)C1=C(C)NC2=C(C(=O)CCC2)C1c1ccc(OC)c(O)c1 (stereo unspecified)	0.0	-0.7	9	4
COc1ccccc1-n1nnc(C(=O)NCc2ccc(Cl)cc2)c1N	0.8	-1.8	0	-10
CCOc1ccc(OCC(=O)Nc2ccc(S(N)(=O)=O)cc2)cc1	0.1	0.1	-2	-2
O=C(Cn1cnc2c(cnn2-c2ccccc2Cl)c1=O)NC1CCCCC1	0.3	0.6	-14	-4
CC1=C(/C=C/C(C)=C/C=C/C(C)=C/C=C/C=C(C)/C=C/C=C(C)/C=C/C(=O)[C@]2(C)C[C@@H](O)CC2(C)C)C(C)(C)C[C@H](O)C1	0.2	2.2	6	7
COCc1ccc(CN2CCOc3ccc(CN4CCN(CCO)CC4)cc3C2)o1	0.0	-0.5	-7	-15
O=C(Nc1nc2ccccc2[nH]1)c1ccc(Br)o1	0.0	-1.7	-35	3

Rows are unselected; about 3.4% have a hit in one of these screens.
